Compound activity: PubChem, National Center for Advancing Translational Sciences (NCATS)
SNCA expr inh: reduces expression of the alpha-synuclein gene | HEK-293 SNCA-luciferase knock-in, luminescence, 24 h | Potency, µM (highest dose often 57.2 µM), for the others: at the highest dose activity change, negative = inhibition, hits mostly inhibitors | 140,000 compounds, 0.17% hits;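 note: potency is the fitted concentration of half-maximal effect; plate controls were DMSO cells for no effect and cell-free wells for full effect; nearly all actives have a fitted effect of over 45% in size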
GPT2 inh: blocks human glutamate pyruvate transaminase 2; Potency, µM (series often up to 57.7 µM), for the others: at the highest dose activity change, negative = inhibition, actives largely listed as inhibitors; Recombinant GPT2, coupled pyruvate oxidase/HRP Amplex Red fluorescence; Q8TD30; 100,000 compounds, 0.25% hits; note: potency is the fitted concentration of half-maximal effect; nearly all actives have a fitted effect of over 60% in size; many of its hits are not listed in these tables
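Fluorescence of coupled pyruvate oxidase/HRP/Amplex Red system (50uM Amplex, 30 min, dark) reports pyruvate formed by GPT2. Enzyme reaction: 10ng/uL GPT2, 2mM L-alanine, 250uM a-KG, 30 min room temperature, pH 7.5; 50uM AOA control.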
3T3 cytotox: cytotoxic compounds in NIH 3T3 cells; Potency, µM (doses to about 96.7 µM), inactives show top-dose activity change, negative = cytotoxicity, most hits filed as inhibitors; NIH 3T3 viability, CellTiter-Glo ATP luminescence, 48-72 h; AID 1345082; 94,000 compounds, 4.3% hits; note: potency is the fitted concentration of half-maximal effect; nearly all actives have a fitted effect of over 55% in size
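Mouse fibroblast NIH 3T3 cells, 400 per well, received compound via pintool and were incubated for 48 or 72 hr prior to CellTiter-Glo ATP luminescence measurement.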
HEK cytotox: cytotoxic compounds in HEK 293 cells. Potency, µM (series often up to 115 µM), without a hit: at the highest dose activity change, negative = cytotoxicity, hits mostly inhibitors. HEK 293 viability, ATP luminescence (CellTiter-Glo), 48-72 h. 94,000 compounds, 6.6% hits; note: potency is the fitted concentration of half-maximal effect; nearly all actives have a fitted effect of over 60% in size
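qHTS cytotoxicity; HEK 293, 250 cells/well; compound pinned; 48 or 72 hr, 37 degree Celsius, 5% CO2, 95% humidity; CellTiter-Glo, 10 min RT; luminescence (ATP).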
IP6K1 inh: IP6K1 kinase inhibition; AID 1645851; IP6K1 kinase, ADP-Glo luminescence, 2 h; stronger effect = lower value; 140,000 compounds, 0.81% hits; activity change, % (series mostly up to about 58 µM); in the data active = activity change below about -25%
Target sequence (Q92551 whole entry, looked up): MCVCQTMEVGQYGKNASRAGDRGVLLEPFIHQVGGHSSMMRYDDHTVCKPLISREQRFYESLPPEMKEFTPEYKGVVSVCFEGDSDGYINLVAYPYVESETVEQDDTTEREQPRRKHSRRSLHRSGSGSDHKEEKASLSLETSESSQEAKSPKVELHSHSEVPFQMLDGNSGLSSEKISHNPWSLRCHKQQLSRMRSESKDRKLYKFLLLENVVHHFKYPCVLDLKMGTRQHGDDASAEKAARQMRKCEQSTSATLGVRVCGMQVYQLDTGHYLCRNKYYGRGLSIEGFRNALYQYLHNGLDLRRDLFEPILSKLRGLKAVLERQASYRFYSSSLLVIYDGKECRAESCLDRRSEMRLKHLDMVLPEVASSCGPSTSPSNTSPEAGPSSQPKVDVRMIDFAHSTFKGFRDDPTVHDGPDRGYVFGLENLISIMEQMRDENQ
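ADP-Glo luminescence measures ADP made by human IP6K1 during a 2 h RT reaction with ATP/IP6 (mix at 1.3 mM/130 uM); top library doses 57.5 and 19.1 uM final.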
FLuc inh: inhibitors of firefly (Photinus pyralis) luciferase. P08659. purified P. pyralis luciferase, luminescence, biochemical. Potency, µM (series often up to 115 µM), without a hit: top-dose activity change, negative = inhibition, most hits filed as inhibitors. 76,000 compounds, 2.5% hits. AID 1347043; note: potency is the fitted concentration of half-maximal effect; nearly all actives have a fitted effect of over 65% in size
Target sequence (P08659 whole entry, looked up): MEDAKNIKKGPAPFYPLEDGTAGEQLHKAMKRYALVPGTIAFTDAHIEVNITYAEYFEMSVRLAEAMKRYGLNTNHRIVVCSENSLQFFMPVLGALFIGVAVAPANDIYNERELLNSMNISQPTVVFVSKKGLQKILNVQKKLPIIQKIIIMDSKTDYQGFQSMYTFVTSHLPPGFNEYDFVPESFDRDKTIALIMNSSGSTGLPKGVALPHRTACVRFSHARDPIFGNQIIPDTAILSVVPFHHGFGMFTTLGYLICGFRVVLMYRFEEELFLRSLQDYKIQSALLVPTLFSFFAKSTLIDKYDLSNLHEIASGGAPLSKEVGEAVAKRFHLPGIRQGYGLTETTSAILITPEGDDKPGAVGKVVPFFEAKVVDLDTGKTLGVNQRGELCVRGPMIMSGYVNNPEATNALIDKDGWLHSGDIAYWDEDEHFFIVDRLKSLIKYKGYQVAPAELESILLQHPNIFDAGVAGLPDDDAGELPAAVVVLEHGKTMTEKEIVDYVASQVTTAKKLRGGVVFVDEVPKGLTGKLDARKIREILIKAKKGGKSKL
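Purified P. pyralis luciferase (10nM final) in 50mM Tris acetate pH 7.5, 10mM Mg acetate, 0.01% Tween-20, 0.05% BSA with 10uM D-luciferin and 10uM ATP. Compounds titrated qHTS. Luminescence imaged on CCD.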
SNCA viab count: cell viability loss counter-screen; HEK-293-SNCA-luc viability, GF-AFC fluorescence, 24 h; 150,000 compounds, 0.12% hits; Potency, µM (doses to about 57.1 µM), for the others: top-dose activity change, negative = cytotoxicity, usual class: cytotoxic;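 note: potency is the fitted concentration of half-maximal effect; 0% = DMSO-treated cells and -100% = medium-only wells without cells; nearly all actives have a fitted effect of over 30% in size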
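HEK-293-SNCA-luc cells (1500/well) plated 24 h, then exposed 24 h to a dilution series; GF-AFC added 30 min at 37C, fluorescence 405/540 nm; normalised to medium-only and DMSO wells, Hill fit.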
* hit, by the source's call; i = inactive; ? = inconclusive; nt = not tested or not shown; [ ] = another dose, or the depositor's remark. Unless noted, calls come from the whole dose curve; as a rule, active = well fitted curve in the direction sought with a large enough effect; inconclusive = small, poorly fitted or top-dose-only effect, or another doubt; inactive = no such curve, though single readings can be large; an effect the other way counts as inactive or inconclusive. Unless noted, % is set by controls: 0 for no effect and ±100 for the full control effect. Not a hit list. About 7.8% of those tested had a hit in this group.

SMILES | SNCA expr inh | GPT2 inh | 3T3 cytotox | HEK cytotox | IP6K1 inh | FLuc inh | SNCA viab count
CC1(C)C(=O)N(CCOc2ccccc2)[C@H]2CN(c3cccc(C(F)(F)F)c3)C[C@@H]2[S+]1(=O)[O-] | 3% | -17% | 11µM* | 18µM* | 12 | -2% | -4%
Cn1c(=O)c(=O)n(C)c2cc(NC(=O)c3ccccc3Br)ccc21 | 23% | nt | nt | nt | -12 | nt | 1%
O=C(CN1C(=O)C2(SCC(=O)N2c2ccccc2)c2ccccc21)Nc1ccccc1C(F)(F)F (centres undefined) | 7% | nt | nt | nt | 13 | nt | -1%
c1ccc(CN2CCC[C@H]2c2nc(-c3ccc(OC4CCCCC4)nc3)no2)nc1 | 79%[activator][87.6 µM] | 2%[88.5 µM] | 45µM* | 63µM* | 16 | ? | -10%[87.6 µM]
C#CCNC(=O)c1nc(-c2ccccc2OC)c2ccccn12 | 11% | -4% | -17% | -4% | -21 | nt | -5%
Cc1ccc2c(c1)c(=O)c1ccccc1n2CCCC(=O)Nc1cc(Cl)ccc1C | ? | nt | nt | nt | 43 | nt | 4%
CCCCc1nc(Cl)c(CN2CCCC(COc3ccccc3C(=O)NC3CC3)C2)[nH]1 (centres undefined) | -11% | i | ? | ? | -8 | 6% | -23%
O=C1COc2ccc(Nc3ccccc3)nc2CN1Cc1ccccc1 | -28%[87.6 µM] | -7%[88.5 µM] | ? | ? | -21 | -12%[172 µM] | -6%[87.6 µM]
Cc1noc(C)c1CCC(=O)N1CCCC(CCc2cccc(F)c2)C1 (centres undefined) | -1% | -26% | ? | ? | 4 | -10% | -15%
COc1ccc(CN2CCc3nc(C(=O)NCc4cccc(F)c4)oc3CC2)cc1OC | -8% | -10% | ? | ? | 13 | 3% | -11%
O=C(Cn1c(SCCOc2ccccc2Cl)nc2ccccc21)N1CCOCC1 | 43%[activator] | nt | nt | nt | 38 | nt | ?
CCOc1cc(-c2c(-c3ccccc3)ncn2CCNC(C)=O)ccc1OC | -20% | -39% | -4% | -4% | 4 | -11% | 0%

Filtered by structure, the compounds so far containing sulfur
SMILES | SNCA expr inh | GPT2 inh | 3T3 cytotox | HEK cytotox | IP6K1 inh | FLuc inh | SNCA viab count
CC1(C)C(=O)N(CCOc2ccccc2)[C@H]2CN(c3cccc(C(F)(F)F)c3)C[C@@H]2[S+]1(=O)[O-] | 3% | -17% | 11µM* | 18µM* | 12 | -2% | -4%
O=C(CN1C(=O)C2(SCC(=O)N2c2ccccc2)c2ccccc21)Nc1ccccc1C(F)(F)F (centres undefined) | 7% | nt | nt | nt | 13 | nt | -1%
O=C(Cn1c(SCCOc2ccccc2Cl)nc2ccccc21)N1CCOCC1 | 43%[activator] | nt | nt | nt | 38 | nt | ?

The list continues.
SMILES | SNCA expr inh | GPT2 inh | 3T3 cytotox | HEK cytotox | IP6K1 inh | FLuc inh | SNCA viab count
O=C(Nc1ccc(C(F)(F)F)cc1)N1CCC(N2CCCCC2)CC1 | -2% | nt | nt | nt | 9 | nt | 3%
Cc1cc(C)n2nc(CNC(=O)c3cccc(Cl)c3)nc2n1 | 0% | nt | nt | nt | 10 | nt | 9%
CSc1ncc(Cl)c(C(=O)Nc2c(C(=O)c3ccc(Cl)cc3)oc3ccccc23)n1 | 21% | nt | nt | nt | -16 | nt | -4%
COc1ccc(N2C(=O)C3(CCCCC3)C2C(=O)NCCCN2CCCC2)cc1 (centres undefined) | -21% | 5% | -24% | ? | -10 | 6% | -9%
N[C@@H](C(=O)N[C@@H]1C(=O)N2C(C(=O)O)=C(Cl)CS[C@H]12)c1ccccc1 | -13% | ? | nt | nt | 18 | nt | 0%
O=C1NC2(CCN(Cc3ccccc3)C2)OCc2ccccc21 (centres undefined) | 12%[87.6 µM] | i | -23%[138 µM] | -21%[172 µM] | 12 | -7%[172 µM] | 4%[87.6 µM]
Cc1ccc(NC(=O)Cn2ccn3nc4c(c3c2=O)CCCCC4)c(C)c1 | 109%[activator] | 4% | -26% | -15% | 3 | ? | -6%
NS(=O)(=O)Nc1ncnc(OCCOc2ncc(Br)cn2)c1-c1ccc(Br)cc1 | nt | ? | nt | nt | 0 | nt | -9%
O=C(Cn1nc(-c2ccccc2)n(CCc2ccccc2)c1=O)NC1CC1 | 1% | i | 0% | -8% | 4 | -5% | 3%
Cc1ccccc1N(C)C1CN(C(=O)c2ccccn2)C1 | -14%[87.6 µM] | -23%[88.5 µM] | ? | 79µM* | -3 | nt | -7%[87.6 µM]
O=C(NCCCn1cccn1)c1c(OCC2CC2)cc(=O)n2c1CCCCC2 | -7% | i | 1% | 2% | 18 | -8% | 3%
Cc1ccccc1CNC(=O)CC1CCCN(c2cnn(CC3CC3)c(=O)c2)C1 (centres undefined) | -25% | i | ? | ? | 12 | -5% | -5%
CO[C@H]1C(=O)N(C2CCN(S(=O)(=O)c3cccs3)CC2)[C@H]1c1ccncc1 | -3% | i | -10% | -5% | 2 | -1% | 6%
CCOC(=O)c1cnc2ccc(C(=O)OC)cc2c1Nc1ccc(OCc2ccccc2Cl)cc1 | 45%[activator] | nt | nt | nt | -10 | nt | 5%
CC(C)(C)CN1CC(NS(=O)(=O)c2cccc(Cl)c2)CC1=O (centres undefined) | -8% | i | ? | -25% | 1 | -6% | 2%
Cc1ncoc1C(=O)N(C)C1CCc2nn(CC3CC3)c(=O)n2CC1 (centres undefined) | ? | i | -3% | 1% | -2 | -4% | -1%
N#Cc1ccc(CNC2(Cc3cc(-c4ccc(F)cc4)on3)COC2)cc1 | 22%[87.6 µM] | 4%[88.5 µM] | ? | ? | 6 | -5%[172 µM] | -13%[87.6 µM]
COCCNS(=O)(=O)c1cc(C(=O)O)cc(-c2ccc(N(C)C)nc2)c1 | -17% | -12% | 0% | i | -1 | -1% | -3%
Cc1noc(-c2ccn3c(CNC(=O)c4ccc5ccccc5n4)nnc3c2)n1 | ? | 2% | -47% | -46% | 40 | 9% | -18%
CS(=O)(=O)N1CCCN(C(=O)Nc2ccccc2F)CCNC(=O)CC1c1ccccc1 (centres undefined) | 2% | -2% | -18% | i | 8 | -6% | -3%
Cn1nccc1C(=O)NCC1Cn2cccc2C(=O)N1Cc1ccccc1 (centres undefined) | 0% | -8% | i | 2% | 2 | -7% | 3%
Cn1nc(-c2ccc(OCC(=O)Nc3ccc(Cl)cc3)cc2)c2ccccc2c1=O | -2% | nt | nt | nt | 3 | nt | 10%
COc1ccc(NC(=O)c2ccc(CN3C(=O)NC4(CCOCC4)C3=O)cc2)cc1 | 16% | -1% | -9% | -24% | 4 | 28µM* | 5%
COc1c(Cl)cc(C(=O)N(Cc2ccccc2F)C2CCS(=O)(=O)C2)cc1Cl (centres undefined) | 0% | nt | nt | nt | -1 | nt | 1%
CC(=O)c1ccc(NC(=O)N[C@@H]2C=C(C(=O)N[C@H](C)C(N)=O)C[C@@H](O)[C@@H]2O)cc1 | 33%[activator][87.6 µM] | i | i | i | -6 | 14%[172 µM] | 1%[87.6 µM]
COCCn1c(CO)nnc1C1CC(NC(=O)c2c(C)noc2C)C1 (centres undefined) | -2% | -17% | -9% | -7% | 19 | -3% | 2%
Cc1ccc(S(=O)(=O)N(C)CC2CCOCC2)cc1C | 2% | 2% | -4% | 3% | 10 | -2% | 4%
CC1CCCN(C(=O)c2ccc(CN3C(=O)NC4(CCS(=O)(=O)CC4)C3=O)cc2)C1 (centres undefined) | 7% | i | i | 2% | -5 | 7% | 6%
COCCNc1nc(C)nc2c1CCN(C(=O)c1ccoc1)CC2 | 16% | 3% | -3% | 0% | -7 | 7% | 5%
Cn1ccnc1CN1CCN(CC2(O)CNCCOC2)CC1 (centres undefined) | -13% | -15% | 0% | i | 19 | -2% | -12%
CCc1nc2c(c(-c3ccc(OC)cc3)n1)CCN(C(=O)c1ccccc1)CC2 | 1% | i | ? | -10% | -3 | nt | -1%
COc1ccc(N2CCN(S(=O)(=O)CCNC(=O)Cc3ccc(OC)c(OC)c3)CC2)cc1 | -7% | nt | nt | nt | -4 | nt | 2%
O=C1c2cc(N3CCOCC3)nc(-c3ccc(F)cc3)c2CN1Cc1ccccc1 | -10%[87.6 µM] | -1%[88.5 µM] | ? | ? | 8 | 2%[172 µM] | 0%[87.6 µM]
COCc1nc(CCNC(=O)c2noc(C)c2Cc2c(C)noc2C)no1 | -3% | 2% | -19% | 2% | 0 | nt | -14%
CCn1cc(C(=O)N2CCN(c3cc(C)ccc3C)CC2)c(=O)c2cc(S(=O)(=O)N(C)C3CCCCC3)ccc21 | -9% | nt | nt | nt | -16 | nt | -1%
CN(C)C(=O)c1ccc(OC2CCN(C(=O)c3ccc(Cl)cc3)CC2)nc1 | 8% | i | 40µM* | ? | 22 | -6% | 2%
Cc1ccc(C(=O)N2CCCN(c3cc(-c4ccc(F)cc4)[nH]n3)CC2)cc1 | 7% | -25% | ? | ? | 10 | -4% | -9%
Cc1ccc2nc(CO[C@H]3CN(c4ccc(C#N)cn4)C[C@H]3F)[nH]c2c1 | -13%[87.6 µM] | i | -26%[174 µM] | 3%[172 µM] | -20 | -3%[172 µM] | 0%[87.6 µM]
Cc1cc(C)cc(NS(=O)(=O)c2cc3c(cc2C)NC(=O)CO3)c1 | ? | nt | nt | nt | 14 | nt | -23%
O=C(O)c1ccccc1C(=O)N1Cc2[nH]cnc2C[C@H]1c1nc(-c2ccc(C(F)(F)F)cc2)no1 | -20% | i | -19% | -19% | 10 | ? | 1%
COc1cc(OC)c(NC(=O)C2=C(C)C(=O)OC23CCN(C(C)=O)CC3)cc1Cl | -22% | nt | nt | nt | -4 | nt | ?
COc1ccc(CCCc2nnc(SCC(=O)Nc3ccc(C)c(C)c3)o2)cc1 | ? | nt | nt | nt | -10 | nt | -14%
CC1=C(C(=O)OCC2CCCCC2)C(c2cccc(Cl)c2Cl)CC(=O)N1 (centres undefined) | -15% | nt | nt | nt | 20 | nt | -4%
CCC(C)C(=O)O[C@H]1[C@@H](OC(=O)c2ccoc2)C[C@](C)(O)[C@]23OC(C)(C)[C@H](C[C@H](OC(=O)c4ccoc4)[C@]12COC(C)=O)[C@H]3OC(C)=O (some centres undefined) | nt | -14%[17.1 µM] | nt | nt | 24 | nt | -1%[23.9 µM]
COc1ccc(C(=O)N2CCC3(CC2)OC(=O)N(Cc2ccccc2F)C3(C)c2ccccc2)cc1 (centres undefined) | 7% | -1% | 35µM* | 45µM* | -5 | -3% | -9%
COC(=O)[C@@H](O)[C@H]1[C@@]2(C)CC3(O)[C@@H](C(=O)[C@H]2O)[C@]24O[C@]25CC(=O)O[C@@H](c2ccoc2)[C@]5(C)CCC4[C@]13C (some centres undefined) | nt | i | nt | nt | 8 | nt | -12%[23.9 µM]
COc1ccc(NC(=O)CCc2ccnc(N3CCCC3)c2)c(OC)c1 | 4% | i | -24% | -16% | -5 | 5% | -18%
